PhoP inhibition – PhoP-dependent GFP reporter repression – Salmonella Typhimurium, primary screen (AID 1863). S. Typhimurium PhoP-regulated promoter GFP reporter, 4 h; higher % means a stronger effect. inhibition, % at 50 µM, or IC50 in µM where a hit was titrated. 300,000 tested, 0.16% active;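 active = inhibition over 29.93%, a cutoff 3 SD above the screen mean, later confirmed by dose response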;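 also: 0% = low Mg2+ inducing control and 100% = high Mg2+ repressing control; strong numbers were not always called active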
KOR beta-arrestin-1 – kappa opioid receptor blockers – cell-based, luminescence, uHTS (AID 1778); KOR beta-arrestin recruitment, luminescence, antagonist mode; higher % means a stronger effect; one-dose inhibition, % at 10 µM; IC50 in µM for titrated hits; 290,000 tested, 0.091% active; also: strong numbers were not always called active
Myeloid diff 2 – compounds promoting myeloid differentiation; ER-HoxA9 myeloid progenitors, lysozyme-GFP differentiation, flow cytometry; calls only at 10 µM; 360,000 tested, 1% active;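 active = normalized GFP-positive differentiation at or above the plate's own cutoff, the solvent-only control mean plus 3 SD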;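 also: cells exposed to compound for four days before flow analysis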
NOD1 NF-kB reporter – NOD1 signaling inhibitors, primary screen, cell-based, luminescence, uHTS (AID 1578). NOD1-driven NF-kB luciferase reporter cells, luminescence; higher % means a stronger effect. inhibition, % at 4 µM; hits with a dose series show EC50 in µM. 290,000 tested, 1% active; in the data active = inhibition mostly above about 36%, no sharp cut-off; inactive = mostly below about 34%;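 also: HEK-293T reporter cells stimulated with the NOD1 agonist gamma-tri-DAP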
HIV fusion peptide – cell-free HIV fusion peptide-binding blockers – biochemical, uHTS, fluorescence dequenching, primary screen (AID 1986) | cell-free peptide binding, fluorescence dequenching, 30 min; higher % means a stronger effect | inhibition, % at 20 µM; hits with a dose series show IC50 in µM | 290,000 tested, 0.3% active; in the data active = inhibition mostly above about 52%, no sharp cut-off; inactive = mostly below about 76%; also: some results filed as inactive read as strong as hits
LYP phosphatase – PTPN22 lymphoid phosphatase activity blockers – biochemical, fluorescence intensity, uHTS (AID 1779); 290,000 tested, 0.054% active; inhibition, % at 11.5 µM, or IC50 in µM where a hit was titrated; recombinant LYP phosphatase, fluorescence intensity; higher % means a stronger effect;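 also: plate controls were vehicle with enzyme for no effect and no enzyme for full effect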
KOR beta-arrestin-2 – kappa opioid receptor activators – cell-based, luminescence, uHTS, primary screen (AID 1777); KOR beta-arrestin recruitment, luminescence; higher % means a stronger effect; activation, % at 10 µM, or EC50 in µM where a hit was titrated; 280,000 tested, 0.02% active; in the data active = activation above about 50%, passing the limit was not always enough; also: a part of the inactive calls stands beside numbers as strong as those of hits
SIAH1 antagonists – blockers of Siah-1 interaction with plectin peptide – biochemical, fluorescence polarization, rhodamine-plectin, uHTS, primary screen (AID 1817); Siah-1 / rhodamine-plectin peptide fluorescence polarization; higher % means a stronger effect; displacement, % at 20 µM, or IC50 in µM where a hit was titrated; 290,000 tested, 0.02% active;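 active = displacement of at least 50% at 20 µM, with a fluorescence ratio check between 0.3 and a set limit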;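 also: plate controls were Siah plus tracer with DMSO for no effect and tracer alone without Siah for full effect; strong numbers were not always called active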
NOD2 inhibition – inhibition of NOD2-driven NF-kB reporter – cell-based, luminescence, uHTS, HEK293 (AID 1566) | HEK293 NOD2/NF-kB luciferase reporter, luminescence; higher % means a stronger effect | inhibition, % at 4 µM, or EC50 in µM where a hit was titrated | 290,000 tested, 0.63% active; also: many of its hits are not listed in these tables
Myeloid diff 2 GFP+ MAC1+ % – second read-out of Myeloid diff 2, no call of its own (marks repeat the call); GFP+ MAC1+ double positive, %; measured here: differentiation confirmed by MAC1 staining
* hit, by the source's call; i = inactive; . = no result given; [ ] = another dose, or the depositor's remark. Rule as the data show it, unless noted: active = inhibition above about 50%; inactive = the rest. Some of the compounds tested, so the mix of outcomes need not match the whole.

SMILES | PhoP inhibition | KOR beta-arrestin-1 | Myeloid diff 2 | Myeloid diff 2 GFP+ MAC1+ % | NOD1 NF-kB reporter | HIV fusion peptide | LYP phosphatase | KOR beta-arrestin-2 | SIAH1 antagonists | NOD2 inhibition
CCS(=O)(=O)N1CCN(C(=O)c2ccc(-c3ccccc3)cc2)CC1 | -7% | -29% | i | 1.4 | -16% | -3.4% | -6% | 0.1% | 15% | 11%
Cc1nc2ccc(NC(=O)/C=C/C(=O)O)cc2nc1C | -4% | -18% | i | 0.2 | 22% | -1.5% | -7% | 9.4% | -10% | -4%
COc1ccccc1OCc1nnc(SCCN2CCOCC2)o1 | 10% | -16% | i | 4.6 | -3% | -1.3% | 0% | 5.0% | 2% | 4%
CCCCNC(=O)c1nc2ncc(Br)cn2n1 | -2% | -32% | i | 7.6 | . | -2.4% | 5% | 3.9% | -5% | 1%
CCCCN(C)C1CCN(C(=S)Nc2ccc(OCC)cc2)CC1 | 2% | 0% | i | 0.5 | -12% | 1.2% | -8% | -5.4% | -1% | 9%
C=CCn1c(SCC(=O)Nc2ccc(C(=O)O)cc2)nnc1-c1cccnc1 | 0% | 19% | i | 1.6 | 3% | -2.3% | -6% | -2.3% | 4% | 15%
O=C(Cc1ccccc1)NC(NCCCN1CCOCC1)(C(F)(F)F)C(F)(F)F | 7% | 4% | i | 0.9 | 28% | -0.5% | -3% | 3.4% | 1% | 30%
CC1CCCN(S(=O)(=O)c2cccc3nonc23)C1 (stereo not given) | -4% | 6% | . | . | -10% | -1.0% | -6% | -2.0% | -1% | 3%
CC(NC(=O)CN(C)Cc1cccs1)c1ccccc1 (stereo not given) | -4% | -20% | i | 0.5 | -8% | -1.1% | -5% | 1.1% | 4% | 0%
CN(NC1OC(=O)c2ccccc21)c1ccccc1[N+](=O)[O-] (stereo not given) | -4% | -9% | i | 0.7 | -4% | -2.1% | -2% | -1.7% | 4% | -2%
CCn1c2ccccc2c2cc(CN3CCN(S(C)(=O)=O)CC3)ccc21 | 2% | 1% | i | 1.9 | -11% | -0.9% | -3% | 8.7% | 2% | 6%
COc1ccccc1N1CCN(C2CCN(C(=O)COc3ccccc3)CC2)CC1 | 3% | -13% | i | 0.1 | -47% | 0.0% | -7% | 1.2% | 5% | -6%
CC(C)C(=O)NS(=O)(=O)c1ccc(NS(C)(=O)=O)cc1 | 12% | 4% | i | 0.5 | -5% | 0.6% | -10% | 3.1% | 0% | -13%
C=CCNC(=S)N/N=C(\C)c1cccnc1 | 7% | 4% | i | 0.2 | 7% | -1.3% | -2% | -1.2% | -5% | -1%
O=C(O)CC/C(=N/NC(=O)c1cccs1)c1ccccc1 | 4% | -25% | i | 0.3 | -42% | 1.6% | 0% | 3.6% | -3% | -11%

Random excerpt: two records from the list.
SMILES | PhoP inhibition | KOR beta-arrestin-1 | Myeloid diff 2 | Myeloid diff 2 GFP+ MAC1+ % | NOD1 NF-kB reporter | HIV fusion peptide | LYP phosphatase | KOR beta-arrestin-2 | SIAH1 antagonists | NOD2 inhibition
CCCCNC(=O)c1nc2ncc(Br)cn2n1 | -2% | -32% | i | 7.6 | . | -2.4% | 5% | 3.9% | -5% | 1%
CC(C)C(=O)NS(=O)(=O)c1ccc(NS(C)(=O)=O)cc1 | 12% | 4% | i | 0.5 | -5% | 0.6% | -10% | 3.1% | 0% | -13%

Next section.
SMILES | PhoP inhibition | KOR beta-arrestin-1 | Myeloid diff 2 | Myeloid diff 2 GFP+ MAC1+ % | NOD1 NF-kB reporter | HIV fusion peptide | LYP phosphatase | KOR beta-arrestin-2 | SIAH1 antagonists | NOD2 inhibition
CCOC(=O)N1CCC(N2C(=O)c3ccccc3C2Nc2ccc(S(=O)(=O)N3CCOCC3)cc2)CC1 (stereo not given) | 5% | -1% | i | 0.5 | -25% | 0.0% | -7% | 6.6% | -2% | 6%
COc1cccc(CC(=O)Nc2nc3ccccc3[nH]2)c1 | 12% | -15%[20 µM] | i | 0.2 | -20% | -0.7% | -10% | -4.9% | -1% | -6%
Cn1ccc(C(=O)OCC(=O)Nc2cccc(Cl)c2)n1 | -1% | -50% | i | 0.7 | -18% | -0.9% | -7% | -1.4% | -2% | 7%
COc1cccc(CNc2ccc(F)c(Cl)c2)c1 | -14% | 8% | . | . | -5% | 3.6% | -6% | 0.7% | -2% | -1%
O=C(O)Cc1ccc(C(=O)c2ccccc2)s1 | -15% | 3% | i | 1.2 | -31% | -0.4% | 0% | -3.1% | 0% | 9%
CC(NC(=O)Nc1cccc(F)c1)c1ccc2c(c1)OCO2 (stereo not given) | -5% | -1% | i | 0.5 | -34% | 2.2% | -8% | 1.6% | 10% | -7%
COC(=O)Nc1ccc(S(=O)(=O)N2CCCc3ccccc32)cc1 | -9% | -11% | . | . | -2% | -0.5% | 12% | 3.9% | 3% | -4%
CC(Oc1cccc(Cl)c1)C(=O)N1CCCN(C)CC1 (stereo not given) | -4% | -9% | i | 0.7 | -7% | 1.1% | -10% | 5.2% | 4% | -3%
Cc1cccc(-n2c(C)cc(/C=C3\C(=N)N4N=C(CC(C)C)SC4=NC3=O)c2C)c1 | -9% | 25% | i | 0.6 | 3% | 7.3% | -6% | 12% | 6% | 5%
CC(C)c1nc(CNC(=O)C2CCC(=O)N(Cc3ccc(Cl)cc3)C2)no1 (stereo not given) | -2% | -7% | i | 6.5 | -20% | -0.5% | -7% | 4.2% | 2% | 10%
COCCNC(=O)CCn1nc(-c2ccc(Cl)cc2)c2ccccc2c1=O | -5% | -24% | i | 0.6 | -8% | 0.7% | 3% | -3.4% | 6% | -3%
COc1ccc(-n2c(SCC(=O)NCCCN3CCCC3=O)nnc2C(C)N2CCCCC2)cc1 (stereo not given) | -4% | 21% | i | 0.3 | -35% | 0.9% | -1% | -1.8% | 1% | -1%
CN(C)CCOC(C1CCCCC1)C1CCCCC1 | 1% | -15% | i | 0.4 | -7% | -4.6% | -7% | -1.8% | 0% | 11%
COc1ccc(-c2nc(C#N)c(NCCCN3CCOCC3)o2)cc1 | -4% | -34% | i | 3.9 | 8% | -4.8% | -12% | -3.5% | 0% | 2%
COc1cc(CNC(=O)c2nc(Cn3nc(C)c(Br)c3C)no2)cc(OC)c1 | 0% | -16% | i | 0.4 | 12% | -2.5% | 1% | 4.8% | -3% | -66%
Cc1ccc(C(=O)O)cc1NC(=S)NC(=O)C(c1ccccc1)c1ccccc1 | 9% | 3% | i | 0.7 | 13% | -2.9% | -2% | -1.7% | -7% | 18%
COCCN(C(=O)CSc1nc2ccc(Cl)cc2[nH]1)c1c(N)n(Cc2ccccc2)c(=O)[nH]c1=O | -8% | 28% | i | 1.2 | -23% | 2.0% | -8% | 6.6% | 0% | 11%
Cn1c(=O)c(=O)n(C)c2cc(S(=O)(=O)N3CCCCC3)ccc21 | 29% | 23% | i | 0.8 | . | 1.0% | 1% | -2.2% | -1% | 1%
COC(=O)c1cc(-c2ccccc2)sc1N | -4% | -24% | i | 2.0 | -34% | -3.3% | 3% | -1.6% | 1% | -10%
O=C(NCc1ccccn1)c1ccc2nc(C3CCCCC3)oc2c1 | 5% | -25% | i | 0.4 | -14% | 0.0% | -11% | -1.8% | -3% | 18%
COc1ccc(C2C(C(=O)NCCN(C)C)c3ccccc3C(=O)N2C)cc1OC (stereo not given) | -15% | -28% | i | 1.2 | -13% | -1.0% | -2% | 2.5% | 1% | -11%
Cc1ccc(NC(=O)Nc2cnc3ccccc3c2)cc1 | -4% | -40% | i | 0.0 | -45% | 0.6% | 6% | 0.4% | 15% | -175%
Cc1c(C(=O)NCc2cccnc2)sc2nc(-c3ccccc3)cn12 | . | -29%[20 µM] | i | 1.5 | -11% | 0.7% | -10% | -4.0% | 13% | -33%
CCOC(=O)c1sc(NC(=O)c2ccc3ncsc3c2)nc1C | 8% | -14% | i | 1.5 | -2% | 2.3% | -4% | -0.7% | 6% | -8%
CCC(C)N1CCN(S(=O)(=O)c2ccc3ccccc3c2)CC1 (stereo not given) | -1% | 4% | i | 0.2 | -6% | -0.3% | 1% | -3.9% | 3% | -32%
O=C(CSc1ncccn1)NC(=O)NCc1ccco1 | -1% | -15% | i | 0.1 | -15% | 0.2% | -5% | -2.0% | 3% | 9%
COc1cc(NC(=O)COC(=O)/C=C/c2c(C)nn(-c3ccc(F)cc3)c2Cl)cc(OC)c1 | -15% | -16% | i | 0.2 | -33% | -1.4% | 5% | 12% | -4% | -4%
COCCCNC(=O)C1CCC(CNS(=O)(=O)c2ccc3c(c2)CC(C)N3C(=O)C2CC2)CC1 (stereo not given) | -5% | 1% | i | 0.5 | 8% | 2.0% | -4% | 3.0% | 10% | 10%
COc1ccc(NC(=O)Cc2nnc(SCC(=O)c3ccccc3)n2C)cc1 | 0% | -9% | i | 1.2 | -31% | 0.2% | -8% | 2.8% | -3% | -18%
Cc1onc(-c2c(Cl)cccc2Cl)c1C(=O)ONC(=O)c1cc(C(F)(F)F)cc(C(F)(F)F)c1 | -5% | -37% | i | 0.2 | -11% | -0.9% | -6% | 4.3% | 0% | 4%
Cc1ccc2nc(C3CCCN3Cc3nc(CCC(C)C)no3)[nH]c2c1 (stereo not given) | 7% | -10% | i | 0.3 | -22% | -0.6% | -6% | 3.0% | 0% | -7%
Cc1ccc(CSC2=Nc3ccccc3C3=NC(=O)CN23)cc1 | -3% | -5% | i | 1.1 | -25% | -1.1% | -8% | -4.6% | -9% | -10%
Cc1nn(CC(=O)O)c2ccccc12 | -8% | -56% | i | 4.5 | -14% | -0.3% | -6% | 8.9% | 4% | -8%
Cc1cc(=O)n2c(n1)SCOC2 | -5% | 1% | i | 0.4 | -2% | -0.3% | -6% | 4.3% | -2% | -5%
COc1cc(O)c(C(CC(=O)N2CCN(c3ccccc3)CC2)c2ccc3c(c2)OCO3)c(OC)c1 (stereo not given) | 1% | 26% | i | 1.6 | -6% | 0.5% | 2% | -1.4% | 3% | 5%
COc1cccc(NC(=O)C/C(C)=N/NC(=O)C2CCCCC2)c1 | -2% | -8% | . | . | -18% | -1.1% | -3% | -0.6% | 5% | 16%
CCCCc1cc(=O)oc2cc(OCC(=O)N(CC)CC)c(Cl)cc12 | -7% | -14% | i | 0.7 | -5% | -1.1% | -2% | 0.1% | -2% | 2%
Cn1c(C(=O)O)cc2cc(Oc3ccccc3)ccc21 | -3% | -30%[20 µM] | i | 0.4 | -32% | 3.4% | -5% | 3.6% | 5% | -5%
Nc1cccc(Oc2cnccn2)c1 | 3% | 16% | i | 0.9 | 2% | -1.4% | -7% | -15% | -7% | -2%
Cc1ccc(-c2cc(C)nc3ncnn23)cc1 | 0% | 24% | i | 2.5 | -4% | -0.9% | -6% | -2.4% | 1% | 0%
S=c1[nH]nc(Cc2ccc(Br)cc2)n1/N=C/c1ccc(Cl)cc1 | 3% | -26% | i | 0.3 | -39% | 6.7% | 13% | -2.3% | 4% | -5%
Cc1n[nH]c(C)c1CCCCOc1ccc([N+](=O)[O-])cc1 | 4% | -24%[20 µM] | i | 0.8 | -1% | 1.3% | -1% | -6.7% | 1% | 9%
C=CCOC(=O)C1=C[C@H](C2CC2)[C@@H](CCCO)[C@H](OCC)O1 | -18% | -15% | i | 0.9 | -18% | 1.6% | -7% | 6.1% | -1% | -5%
